Source: PubChem BioAssay
Yeast eIF2B: modulators of yeast eIF2B activity; S. cerevisiae eIF2B-epsilon R284H, GCN4-lacZ luminescence; inhibition, % at 25 µM (by protocol); 27,000 tested, 0.91% active; AID 688;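 active = mutant luminescence inhibited past about 50% while wild type luminescence and mutant growth stay under set limits, limit read from the data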; also: some compounds called inactive have numbers as strong as hits
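Material: yeast eIF2B-epsilon R284H mutant carrying GCN4–beta-galactosidase fusion. Medium: YPD yeast growth medium. Incubation: 16 h growth with compound at 30 °C, 90 min Beta-Glo step. Signal: Beta-Glo luminescence plus absorbance at 595 nm. Evaluation: % inhibition of reporter signal and growth versus controls. Doses: 25 µM single dose.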
Yeast tox: Compounds toxic to wild-type S. cerevisiae growth | A595 turbidity, 16 h | growth inhibition, % at 25 µM (by protocol) | 30,000 tested, 0.3% active | AID 685;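 active = mutant and wild-type yeast strains alike exhibit over 30% growth inhibition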;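 also: 0% = untreated cell controls and 100% = YPD media blanks without cells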
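System: S. cerevisiae wild-type or eIF2Bepsilon-R284H mutant strain; times: 16 h growth with compound, 30 °C; signal: absorbance at 595 nm (turbidity); measure: growth inhibition (%) versus cell controls and blanks; compound: 25 µM single dose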
Yeast tox inhibition %: also measured in Yeast tox; calls as there; growth inhibition, %; S. cerevisiae eIF2Bepsilon-R284H mutant growth, A595 turbidity, 16 h;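 each compound tested once at 25 µM; 0% equals untreated cells and 100% equals cell-free medium blanks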
Yeast eIF2B mutant toxicity: further read-out of Yeast eIF2B, marked with its call; growth inhibition, %; measured here: mutant yeast growth, toxicity;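 each compound tested once at 25 µM; zero equals untreated control growth and 100 equals blank medium absorbance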
Numbers without * were called inactive; x = no result given.

Results follow in this order: Yeast eIF2B, Yeast eIF2B mutant toxicity, Yeast tox, Yeast tox inhibition %
1	CCc1cccc(CC)c1-n1c(SCc2cc(=O)n3ccsc3n2)nnc1-c1cccnc1
  x, x, 13, 22
2	COc1cc(NC(=O)CCCC(=O)OCC(F)(F)C(F)F)nc(OC)n1
  19, 16, 12, 16
3	CCCC(=O)Nc1sc2c(c1C#N)CC(C)(C)NC2(C)C
  -2, -42, -4, -42
4	CCOC(=O)N1CCc2c(sc3c2C(=O)NC(c2ccccc2)N3)C1 (centres undefined)
  -9, 10, -14, 10
5	Cc1cccc2cc(CN(CC3CCCO3)C(=O)c3ccncc3)c(=O)[nH]c12 (centres undefined)
  -27, -5, -10, -5
6	COc1cc2c(c(O)c1OC)C(=O)C(OC)CCC2 (centres undefined)
  19, 9, 14, 9
7	CCc1cccc(CC)c1NC(=O)CN1CC(C)SC1=NC1CCCCC1 (centres undefined)
  1, -5, 5, -5
8	COc1ccc2c(c1)c1ncnc(N3CCN(Cc4ccc5c(c4)OCO5)CC3)c1n2C
  -7, -24, 1, -24
9	Cc1occc1-c1nnc(SCc2nc3ccccc3c(=O)n2CC#N)n1C
  -7, -3, -8, -3
10	Nc1cc(=O)[nH]c(SCC(=O)Nc2ccc(S(=O)(=O)N3CCOCC3)cc2)n1
  26, -28, 7, -28
11	CCN(c1ccccc1)S(=O)(=O)c1ccc(C(=O)Nc2nnc(COC)o2)cc1
  29, 22, 11, 22
12	CCOC(=O)/C(C#N)=C/C1=C(N2CCCC2)CC(C)(C)OC1
  x, x, 2, 10
13	O=C(O)c1[nH]nc2c1COc1ccccc1-2
  -17, 8, 9, 8
14	CC(=O)C1=C(O)C(=O)N(CO)C1c1ccccc1F (centres undefined)
  17, -2, 17, -2
15	O=C(NCCCn1ccnc1)c1ccncc1
  7, x, 10, 0
16	CS(=O)(=O)N(CC(=O)N1CCc2ccccc2C1)c1ccc2c(c1)OCO2
  -3, 6, 15, 6
17	N/C(=N\OC(=O)Oc1ccccc1)c1ccc(Br)cc1
  26, 10, 27, 10
18	Cc1cccc(-n2c(N)cc(=O)nc2SCC(=O)Nc2nnc(CC(C)C)s2)c1
  x, x, 0, 31
19	Cc1cc(NC(=O)CSc2nnnn2C2CCCC2)no1
  13, 5, 20, 5
20	CCn1cnc2c1c(=O)n(Cc1nnc3n1-c1ccccc1SC3)c(=O)n2Cc1ccccc1
  40, 5, 21, 5
21	CCOC(=O)c1nnn(-c2nonc2N)c1CSc1ccccc1
  x, x, 11, 12
22	CCOC(=O)COn1c(=O)c[n+]([O-])c2ccccc21
  3, -3, -13, -3
23	NC(=O)CSc1nc(N)c2c3c(sc2n1)CCCCC3
  24, -7, 4, -7
24	CC1Cc2ccccc2N1C(=O)C1CCN(S(=O)(=O)c2cccs2)CC1 (centres undefined)
  20, 7, -7, 7
25	CCOc1ccc(OCCN2C(=O)NC(Cc3c[nH]c4ccccc34)C2=O)cc1 (centres undefined)
  x, x, 22, 17
26	Nc1ccccc1C(=O)N(Cc1ccccc1)Cc1ccccc1
  45, -36, -12, -36
27	CCOc1ccc(-n2c(=O)[nH]cc(C(=O)N3CCc4ccccc43)c2=O)cc1
  -39, x, x, x
28	Cn1c(NC(=O)c2cccc(Cn3cc(Cl)cn3)c2)nc2ccccc21
  13, -23, -49, -23
29	C=CCn1c(N)c(C(=O)OCCC)c2nc3ccccc3nc21
  11, 4, 25, 4
30	CC(C)C(=O)NCCn1ccc2ccccc21
  -4, -8, 10, -8

Record cards, as listed above. Order of screens: Yeast eIF2B	Yeast eIF2B mutant toxicity	Yeast tox	Yeast tox inhibition %
CC1Cc2ccccc2N1C(=O)C1CCN(S(=O)(=O)c2cccs2)CC1 (centres undefined) as listed: 20	7	-7	7
CCOC(=O)N1CCc2c(sc3c2C(=O)NC(c2ccccc2)N3)C1 (centres undefined) as listed: -9	10	-14	10

(listing goes on)
31: Cc1ccc2c3c([nH]c2c1C)-c1nonc1CC3
32: CCCN(CCC)S(=O)(=O)c1ccc2c(c1)CCCN2C(C)=O
33: O=C(Cc1ccccc1)N[C@H](c1ccccc1)P(=O)(O)CO
34: Cc1ccc(S(=O)(=O)NC2(C(F)(F)F)NC(=O)N(C)C2=O)cc1 (centres undefined)
35: CCOc1ccc(Oc2nc(Nc3ccc(C)cc3)nc(N(C)C)n2)nn1
36: CCC(C)NC(=O)c1c(C)cc(=O)oc1C (centres undefined)
37: Cc1ccc(Cl)cc1N1CCN(C(=O)C2CCN(S(=O)(=O)c3c(C)nn(C)c3C)CC2)CC1
38: COc1ccc(S(=O)(=O)N2CCN(C(=O)NCc3ccccc3)CC2)cc1

| Screen / compound no. | 31 | 32 | 33 | 34 | 35 | 36 | 37 | 38 |
| --- | --- | --- | --- | --- | --- | --- | --- | --- |
| Yeast eIF2B | 4 | 23 | x | 11 | 20 | -10 | -3 | -18 |
| Yeast eIF2B mutant toxicity | 8 | x | x | -17 | -3 | 23 | -11 | x |
| Yeast tox | 6 | 2 | 14 | 6 | 13 | -4 | 0 | x |
| Yeast tox inhibition % | 8 | 0 | -7 | -17 | -3 | 23 | -11 | x |

39: OCCNc1nc2ccc(Cl)cc2[nH]1
40: Cc1ccc(C)n1NC(=O)c1ccco1
41: CCOC(=O)c1ccc(NC(=O)CC2C(=O)N(c3ccccc3)C(=O)N2CCCOC)cc1 (centres undefined)
42: Cc1cc(C)c(Cn2c(=O)n(CCCC(=O)NCc3ccco3)c(=O)c3ccccc32)c(C)c1
43: O=C(C1CCC1)N1CCN(Cc2ccccc2)CC1
44: COc1ccc(C(C#N)Nc2ccccc2)cc1 (centres undefined)
45: COc1cc2c(OC)cccc2cc1C(=O)O
46: O=C(O)c1cnn2c(C(F)F)cc(C3CC3)nc12

| Screen / compound no. | 39 | 40 | 41 | 42 | 43 | 44 | 45 | 46 |
| --- | --- | --- | --- | --- | --- | --- | --- | --- |
| Yeast eIF2B | 29 | -9 | x | -17 | -10 | 20 | 14 | 12 |
| Yeast eIF2B mutant toxicity | 6 | 26 | x | -15 | x | -5 | 9 | 8 |
| Yeast tox | 6 | 2 | 32 | -3 | 13 | 14 | -14 | 11 |
| Yeast tox inhibition % | 6 | 26 | 8 | -15 | 0 | -5 | 9 | 8 |

47: CCOC(=O)C(C(=O)OCC)C1CCS(=O)(=O)C1 (centres undefined)
48: O=C(CCn1cccc1)NCc1ccc(Cl)cc1
49: COc1cc2c(cc1NC(=O)CSc1nnc(COc3ccc(Cl)cc3)n1C)oc1ccccc12
50: Cc1ccc(S(=O)(=O)NC(=NCC(=O)O)c2ccc(F)cc2)cc1
51: COc1cc(CN/C(C)=C(\C#N)C(N)=O)cc(OC)c1OC
52: Cc1ccc(Cl)cc1N1CCN(C(=O)Cc2c(C(=O)O)[nH]c3ccccc23)CC1
53: CNC(=O)c1snnc1-c1ccccc1
54: COc1ccccc1N(CC(=O)Nc1ccc(S(=O)(=O)N2CCCCC2)cc1)S(C)(=O)=O
55: O=c1c2c(nc(NCCO)n1CC1CCCCC1)-c1ccccc1CC21CCCC1

| Screen / compound no. | 47 | 48 | 49 | 50 | 51 | 52 | 53 | 54 | 55 |
| --- | --- | --- | --- | --- | --- | --- | --- | --- | --- |
| Yeast eIF2B | 3 | 22 | x | x | 18 | 11 | 7 | 3 | x |
| Yeast eIF2B mutant toxicity | -3 | 5 | x | x | 14 | 28 | 21 | -5 | x |
| Yeast tox | -13 | -11 | 5 | 22 | 28 | 18 | -3 | 28 | -3 |
| Yeast tox inhibition % | -3 | 5 | 9 | 12 | 14 | 28 | 21 | -5 | 8 |

Of the compounds above, these have a halogen:
2: COc1cc(NC(=O)CCCC(=O)OCC(F)(F)C(F)F)nc(OC)n1
14: CC(=O)C1=C(O)C(=O)N(CO)C1c1ccccc1F (centres undefined)
17: N/C(=N\OC(=O)Oc1ccccc1)c1ccc(Br)cc1
28: Cn1c(NC(=O)c2cccc(Cn3cc(Cl)cn3)c2)nc2ccccc21
34: Cc1ccc(S(=O)(=O)NC2(C(F)(F)F)NC(=O)N(C)C2=O)cc1 (centres undefined)
37: Cc1ccc(Cl)cc1N1CCN(C(=O)C2CCN(S(=O)(=O)c3c(C)nn(C)c3C)CC2)CC1
39: OCCNc1nc2ccc(Cl)cc2[nH]1
46: O=C(O)c1cnn2c(C(F)F)cc(C3CC3)nc12
48: O=C(CCn1cccc1)NCc1ccc(Cl)cc1
49: COc1cc2c(cc1NC(=O)CSc1nnc(COc3ccc(Cl)cc3)n1C)oc1ccccc12

| Screen / compound no. | 2 | 14 | 17 | 28 | 34 | 37 | 39 | 46 | 48 | 49 |
| --- | --- | --- | --- | --- | --- | --- | --- | --- | --- | --- |
| Yeast eIF2B | 19 | 17 | 26 | 13 | 11 | -3 | 29 | 12 | 22 | x |
| Yeast eIF2B mutant toxicity | 16 | -2 | 10 | -23 | -17 | -11 | 6 | 8 | 5 | x |
| Yeast tox | 12 | 17 | 27 | -49 | 6 | 0 | 6 | 11 | -11 | 5 |
| Yeast tox inhibition % | 16 | -2 | 10 | -23 | -17 | -11 | 6 | 8 | 5 | 9 |

50: Cc1ccc(S(=O)(=O)NC(=NCC(=O)O)c2ccc(F)cc2)cc1
52: Cc1ccc(Cl)cc1N1CCN(C(=O)Cc2c(C(=O)O)[nH]c3ccccc23)CC1

| Screen / compound no. | 50 | 52 |
| --- | --- | --- |
| Yeast eIF2B | x | 11 |
| Yeast eIF2B mutant toxicity | x | 28 |
| Yeast tox | 22 | 18 |
| Yeast tox inhibition % | 12 | 28 |

This is a subset. The share of hits here may be higher or lower than overall.
